# Bioassay records from PubChem.
# TSHR antag: blocks TSH signaling through the human TSH receptor. AID 504810. TSHR-expressing cells, TSH-stimulated cAMP HTRF, 2 h; hits give low values. 330,000 tested, 0.2% active. P16473. activity change, negative = inhibition, % at 11.5 µM;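 active = activity change below a set negative limit, meaning inhibition stronger than a set level, cut at about -70% in these data; inconclusive = activity change between two set negative limits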; also: % is scaled to controls: 0 for no effect and ±100 for the full control effect
#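 Read-out is FRET at 665 nm (cryptate excitation 337 nm) from a cryptate-tagged anti-cAMP antibody, competed by cell cAMP against cAMP-d2. Compounds are tested on freshly harvested TSHR cells challenged with 4nM TSH (EC80) for 2 hours at 37 deg C.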
# ASM inhibitor: human S-ASM enzyme inhibition | AID 504937 | placental ASM, HMU-PC fluorogenic substrate, 60 min | Potency, µM (highest dose often 57.5 µM), for inactives: at the highest dose activity change, negative = inhibition, hits mostly inhibitors | P17405 | 340,000 tested, 0.006% active; also: potency is read from the fitted curve at half-maximal effect
# Target sequence (P17405 47-631 limits assumed): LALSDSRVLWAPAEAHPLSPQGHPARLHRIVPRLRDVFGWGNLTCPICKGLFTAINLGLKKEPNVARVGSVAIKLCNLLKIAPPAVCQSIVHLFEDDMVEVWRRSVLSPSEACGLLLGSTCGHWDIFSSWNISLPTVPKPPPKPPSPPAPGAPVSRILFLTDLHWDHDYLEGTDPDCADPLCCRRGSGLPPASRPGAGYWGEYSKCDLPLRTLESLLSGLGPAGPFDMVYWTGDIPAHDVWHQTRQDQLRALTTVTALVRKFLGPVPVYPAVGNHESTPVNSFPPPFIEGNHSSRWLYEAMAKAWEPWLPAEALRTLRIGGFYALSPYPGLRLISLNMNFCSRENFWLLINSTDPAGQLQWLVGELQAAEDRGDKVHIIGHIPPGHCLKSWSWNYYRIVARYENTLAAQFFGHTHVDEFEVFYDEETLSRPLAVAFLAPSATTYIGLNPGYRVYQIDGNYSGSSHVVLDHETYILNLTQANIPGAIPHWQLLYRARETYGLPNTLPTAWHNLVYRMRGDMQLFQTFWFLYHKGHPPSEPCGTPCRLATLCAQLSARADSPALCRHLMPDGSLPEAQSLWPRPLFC
#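 Steps: dispense placental human ASM, pin compound, wait 10 min at room temperature, add HMU-PC0 substrate at 9 uM final, incubate 60 min at 37 °C, add stop solution raising pH to 10, read fluorescence.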
# PTAP TSG101 blk: blocks PTAP/TSG101 interaction to inhibit HIV-1 budding. 340,000 tested, under 10 active. AID 493005. Q99816. Fluorescence polarization, FITC-PTAP peptide / Tsg101 binding. Potency, µM (top dose mostly 115 µM), inactives show at the highest dose activity change, negative = inhibition, most hits filed as inhibitors; active = well fitted inhibition curve with a large enough effect in the main read-out, with a control signal flat, not every such curve was filed as active; inconclusive = small, poorly fitted or top-dose-only effect, or effect the other way, or a change in a side signal; inactive = no such curve, though single readings can be large or run the other way; also: potency is read from the fitted curve at half-maximal effect; % of control where 0% means no effect
#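 FP read-out: FITC-PTAP peptide, 50 nM final, binding Tsg101 binding domain, 10 uM final; 20 min, r.t.; 10 mM HEPES pH 7.5, 0.15 M NaCl, 0.01% Tween 20, 3 mM EDTA, 0.1 mM TCEP.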
# CXXC DNA block: blocks binding of human MLL CXXC domain to DNA; 290,000 tested, 0.037% active; Q03164; MLL-CXXC / FITC-HOXA9 DNA fluorescence polarization; Potency, µM (highest dose often 115 µM), without a hit: at the highest dose activity change, negative = inhibition, actives largely listed as inhibitors; active = well fitted inhibition curve with a large enough effect in the polarisation, with a control signal flat, not every such curve was filed as active; inconclusive = small, poorly fitted or top-dose-only effect, or effect the other way, or a change in a side signal; inactive = no such curve, though single readings can be large or run the other way; the % refers to the polarisation; also: potency is read from the fitted curve at half-maximal effect
#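 Steps: dispense CXXC domain solution (7 uM) → pin compounds or unlabeled HOX-A9 DNA control → 5 min ambient → add FLSN-HOX-A9 solution (50 nM) → spin → 30 min ambient → fluorescence polarization. Tris pH 7.5/NaCl/DTT/BSA buffer.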
# MBNL1-CUG inh: blocks human MBNL1 binding to CUG repeat RNA; Q9NR56; TR-FRET MBNL1-His/biotin-(CUG)12 binding, 665/545 ratio; Potency, µM (highest dose often 57.5 µM), without a hit: top-dose activity change, negative = inhibition, most hits filed as inhibitors; 280,000 tested, 0.036% active; active = well fitted inhibition curve with a large enough effect in the signal ratio, with a control signal flat, not every such curve was filed as active; inconclusive = small, poorly fitted or top-dose-only effect, or effect the other way, or a change in a side signal; inactive = no such curve, though single readings can be large or run the other way; the % refers to the signal ratio; also: potency is read from the fitted curve at half-maximal effect; % is scaled to controls: 0 for no effect and ±100 for the full control effect
# Target sequence (Q9NR56 whole entry, looked up): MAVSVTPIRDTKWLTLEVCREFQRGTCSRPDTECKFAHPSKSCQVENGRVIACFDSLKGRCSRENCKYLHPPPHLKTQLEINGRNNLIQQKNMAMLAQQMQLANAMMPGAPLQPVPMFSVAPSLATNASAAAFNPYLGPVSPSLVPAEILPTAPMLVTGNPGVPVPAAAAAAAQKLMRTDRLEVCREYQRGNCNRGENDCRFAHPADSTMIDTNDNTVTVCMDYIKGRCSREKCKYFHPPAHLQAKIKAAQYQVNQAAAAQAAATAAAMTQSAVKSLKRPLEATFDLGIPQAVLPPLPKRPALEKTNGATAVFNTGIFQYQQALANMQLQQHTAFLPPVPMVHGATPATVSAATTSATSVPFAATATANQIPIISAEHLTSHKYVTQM
#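 MBNL1-His + Biotin-(CUG)12, cpd titration 92 nM–58 uM; Tb anti-His Ab 0.055 ng/ul, SA-XL665 5 nM (final); 60 min RT; ratiometric 665/545 nm, Ex 340 nm; normalized to buffer and full-complex controls.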
# a7 integrin act: activators of alpha7 integrin expression for muscular dystrophy; alpha7betagal myoblasts, beta-gal FDG fluorescence, 48 h; Potency, µM (top dose mostly 38.3 µM), for inactives: at the highest dose activation, hits mostly activators; 350,000 tested, 0.064% active; AID 624291;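 also: potency is read from the fitted curve at half-maximal effect; 100% = response of the positive control SU9516; nearly all actives have a fitted effect of over 60% in size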
#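 alpha7betagal+/- myoblasts (passage 13, 250/well) treated 48 h at 37C with compounds at 1:260 dilution of DMSO stock. Lysed, then beta-galactosidase activity read as FDG fluorescence (ex 480/em 540) after 30 min, with pre-read for autofluorescence.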
# TCR activator: activators of T cell receptors; 330,000 tested, under 10 active; Potency, µM (highest dose often 9.22 µM), without a hit: top-dose activation of IL-2 secretion, hits mostly activators; primary human leukocytes, anti-CD3, IL-2 HTRF, 48 h; also: % of control where 0% means no effect
#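 Primary human leukocytes receive a-CD3 beads and test compound and are incubated 48 hr. Secreted IL-2 is then assayed by HTRF, measuring 665nm acceptor emission after 320nm excitation of the europium donor.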
# Mito fusion yeast: blocks mitochondrial division or promotes mitochondrial fusion; S. cerevisiae fusion-defective mutant growth rescue, CellTiterGlo 48 h; Potency, µM (highest dose often 46.1 µM), for inactives: at the highest dose growth rescue (activation), usual class: activators; 320,000 tested, 0.23% active; AID 485298;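 also: potency is read from the fitted curve at half-maximal effect; % of control where 0% means no effect; nearly all actives have a fitted effect of over 45% in size; temperature-sensitive fusion mutants such as fzo1-1 at 37 °C on non-fermentable ethanol glycerol medium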
#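 Yeast fusion mutant, YPEG (non-fermentable carbon), compound, 48 h at 37C non-permissive; CellTiterGlo added, 10 min RT, luminescence read. Rescued growth = division inhibition.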
# A-T KAP1 phos: potential ataxia-telangiectasia treatments restoring KAP-1 phosphorylation; […] A-T fibroblasts, KAP-1 phosphorylation AlphaLISA; neocarzinostatin DNA damage 30 min before lysis; Potency, µM (titrated, usually from 57.5 µM), for inactives: top-dose activation, most hits filed as activators; 320,000 tested, 0.19% active; AID 485349; also: potency is read from the fitted curve at half-maximal effect; % of control where 0% means no effect; nearly all actives have a fitted effect of over 45% in size
#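 hTERT-immortalized A-T patient fibroblasts ([…]), 500 cells/well in OPTI-MEM, 1% FBS, got compounds for 60 min, then NCS for 30 min at 37C. Lysates were then assayed for phospho-KAP-1 by AlphaLISA (anti-pKAP1 donor, anti-KAP1 acceptor beads), 6 hr at 25C.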
# Menin MLL FP TR: inhibitors of human menin-MLL interaction, mutant MLL peptide; O00255; Menin + Texas Red MLL mutant peptide, fluorescence polarization; Potency, µM (series often up to 61.6 µM), inactives show top-dose FP activity change, negative = inhibition, hits mostly inhibitors; 270,000 tested, 0.23% active; active = well fitted inhibition curve with a large enough effect in the polarisation, with a control signal flat, not every such curve was filed as active; inconclusive = small, poorly fitted or top-dose-only effect, or effect the other way, or a change in a side signal; inactive = no such curve, though single readings can be large or run the other way; the % refers to the polarisation; also: potency is read from the fitted curve at half-maximal effect; % of control where 0% means no effect; many of its hits are not listed in these tables
# The depositor's hits bear a star; ? = inconclusive; · = no result given; & = joins results of further samples; [ ] = dose if it differs, or a comment. Unless noted, calls follow the shape of the dose curve; as a rule, active = well fitted curve in the direction sought with a large enough effect; inconclusive = small, poorly fitted or top-dose-only effect, or another doubt; inactive = no such curve, though single readings can be large; an effect the other way counts as inactive or inconclusive. Only part of the results is shown, so the mix of outcomes need not match the whole.
SMILES,TSHR antag,ASM inhibitor,PTAP TSG101 blk,CXXC DNA block,MBNL1-CUG inh,a7 integrin act,TCR activator,Mito fusion yeast,A-T KAP1 phos,Menin MLL FP TR
O=P(O)(O)/C=C(\Cl)c1ccccc1,2,22µM*,-1%,11%,-3%,27%,-1%,1%,-3%,1%
Cc1c(C=C2C(=O)NC(=O)NC2=O)c(=O)n(-c2ccccc2)n1C,-3,1%,0%,?,0%,-6%,6%,0%,2%,-3%
CC(Cc1ccccc1)[n+]1cc(/N=C(\N)[O-])on1 (centres undefined),-31,-2%,0%,1%,20%,19%,3%,0%,29%,-17%
NC1CCCCC1N=Cc1c(O)n(Cc2ccc(F)cc2)c(=O)[nH]c1=O (centres undefined),-2,1%,-4%,5%,9%,1%,1%,-11%,6%,3%
CCNC(=O)O/N=C(\C)c1sc(-c2ccc(Cl)cc2)nc1C,22,-4%,-8%,-8%,?,-10%,1%,25%,7%,31%[activator]
O=C(c1cc2ccccc2oc1=O)N1CCC2(CC1)OCCO2,-2,6%,-1%,-1%,?,21%,1%,-3%,-7%,1%
O=C(OC1CCN(CCCl)CC1)C(c1ccccc1)c1ccccc1,-2,3%,-2%,-4%,·,·,2%,-1%,-4%,?
C[N+]1(C)[C@@H]2CC[C@H]1CC(OC(=O)C(CO)c1ccccc1)C2 (some centres undefined),-7&-2,0%,-7%,9%&6%,4%&10%,·,-2%,-9%&-7%,4%,-8%&-2%
CCC(C)N1CCN(C(=O)Cc2ccccc2)CC1 (centres undefined),-3,0%,-4%,5%,-2%,2%,-4%,-2%,0%,3%
O=Cc1cn(Cc2ccccc2F)c2ccccc12,5,0%,2%,7%,13%,-8%,8%,6%,11%,15%
Cc1cccc(-n2c(O)c(/C=C/C=Nc3ccccc3)c(=O)[nH]c2=O)c1,14,1%,37%[activator],?,?,3%,-1%[46.1 µM],-4%,1%,6%
Cc1ccc(S(=O)(=O)N2CCCC(C(=O)N3CCC4(CC3)OCCO4)C2)cc1 (centres undefined),-5,8%,-5%,-6%,-7%,-8%,0%,9%,-6%,8%
N#Cc1ccc(OCC(=O)N2CCN(Cc3ccc4c(c3)OCO4)CC2)cc1,-1,-5%,0%,6%,-2%,15%,4%,3%,6%,-4%
Cc1ccc(C(=O)N2CC2C)cc1 (centres undefined),·,1%,2%,·,·,4%,-5%,·,·,·
CCSc1nnc([C@@H](N)Cc2c[nH]c3ccccc23)o1,23,1%,-3%,-3%,-28%,-5%,0%,-2%,6%,10%
C[C@]12CCC3C(CC[C@H]4C[C@@H](O)CC[C@]34C)C1CC[C@@H]2N (some centres undefined),23,-2%,-2%,·,·,-21%,6%,·,6%,·
Cc1ccc(-c2nc3ccccc3c(=O)n2-c2cc(C)ccn2)cc1,26,2%,·,-15%,-10%,-10%,·,-15%,3%,14%
COC(=O)C1=C(c2ccc(OC)c(OC)c2)C[C@@H]2CC[C@H]1N2C(=O)NC1CC1,-2,4%,·,·,·,-5%,1%,-5%,12%,·
O=C(COc1ccc(Br)cc1)N1CCN(Cc2c[nH]c3ccccc23)CC1,3,-2%,-1%,5%,4%,-25%,1%,-1%,1%,8%
COc1ccc(CCn2c(O)c(C=Nc3ccccc3F)c(=O)[nH]c2=O)cc1OC,-1,46%,-1%,0%,·,18%,-5%,-4%,-4%,·
CCC1(Oc2ccccc2)C(=O)NC(=O)NC1=O,·,2%,-5%,·,·,-15%,-2%,·,·,·
O=C(Nc1cccc(C(F)(F)F)c1)Oc1ccccc1N1CCOCC1,1,3%,1%,17%,-5%,?,1%,1%,25%,·
Nc1ccc(Oc2cccc(Oc3ccc(N)cc3)c2)cc1,2,4%,-1%,-3%,2%,13%,-5%,?,-1%,?
COc1ccc2c(c1)C13CCN(C)C(C2)C1CCC1(C3)OCCO1 (centres undefined),·,6%,-1%,·,·,-34%,-3%,·,·,·
CC(C)=CCN1CC[C@@]2(C)c3cc(O)ccc3C[C@@H]1C2C (some centres undefined),0,5%,2%,·,·,·,-13%,·,-6%,·
COc1cc(/C=N/NC(=O)CN2CCCCC2)ccc1OCc1ccccc1,17,-5%,-4%,3%,?,-2%,-3%[46.1 µM],3%,7%,-3%
Cn1c(=O)cc(OCC(=O)N2CCN(Cc3ccc4c(c3)OCO4)CC2)c2ccccc21,-7,-1%,-5%,5%,-21%,-18%,0%,4%,4%,-13%
CNC(C(=O)c1ccccc1)C(OC)c1ccc(C)cc1 (centres undefined),2,1%,-1%,6%,-4%,2%,·,-2%,11%,-5%
CNCCc1c(C)n[nH]c1C,-2,2%,1%,1%,0%,2%,-2%,-4%,-6%,6%
CCOC(=O)C(C)(CC)NC(=O)CSP(=S)(OCC)OCC (centres undefined),14,1%,0%,-6%,-4%,15%,-21%,1%,-4%,0%
COc1cccc(CNC2CN3CCC2CC3)c1OC (centres undefined),11,5%,-5%,15%,-4%,5%,3%,-4%,2%,-1%
COc1cc2c(cc1OC)C13CCN4CC5CCOC6CC(=O)N2C1C6C5CC43 (centres undefined),·,4%,-2%,·,·,-9%,1%,·,·,·
COc1ccc(-n2nc(C(=O)NCC(=O)N3CCC4(CC3)OCCO4)c3ccccc3c2=O)cc1OC,-4,-4%,-1%,-5%,20%,32%,-11%,6%,-1%,-3%
NC(=O)Cn1cc(C=C2C(=O)NC(=O)NC2=O)c2ccccc21,2,1%,0%,11%,-2%,15%,12%,-5%,0%,10%
Cc1cc(Cc2c(O)[nH]c(=S)[nH]c2=O)ccc1OC(C)C,18,-13%,-11%,1%,-8%,?,-1%,-1%,3%,4%
CC(=O)O[C@H]1C[C@@H]2CC[C@@H]3[C@H](CC[C@@]4(C)[C@H]3C[C@H]([N+]3(C)CCCCC3)[C@@H]4OC(C)=O)[C@@]2(C)C[C@@H]1[N+]1(C)CCCCC1,-13,3%,1%,·,·,·,-1%,?,·,·
CCC(C)OC(=O)c1c(N)n(Cc2cccs2)c2nc3ccccc3nc12 (centres undefined),8,·,-1%,9%,17%,-10%,6%,-1%,-3%,44%[activator]
CCOC(=O)C1C2NC(=O)N(Cc3ccccc3)C1(C)Oc1c(OC)cccc12 (centres undefined),8,2%,-4%,-12%,8%,22%,·,5%,10%,-4%
CCOC(=O)/C(C#N)=C1/SC(C)C(=O)N1c1ccc(Br)cc1 (centres undefined),-6,5%,-5%,?,-2%,0%,-19%,0%,-5%,12%
CC(=O)O[C@H]1CC[C@@]2(C)C(=CC(=O)C3C2CC[C@@]2(C)C3C[C@H](OC(C)=O)[C@@H]2OC(C)=O)C1 (some centres undefined),-14,-3%,0%,·,·,-1%,2%,·,1%,·

# 3 structures already listed, sorted by SMILES length, highest first.
SMILES,TSHR antag,ASM inhibitor,PTAP TSG101 blk,CXXC DNA block,MBNL1-CUG inh,a7 integrin act,TCR activator,Mito fusion yeast,A-T KAP1 phos,Menin MLL FP TR
Cn1c(=O)cc(OCC(=O)N2CCN(Cc3ccc4c(c3)OCO4)CC2)c2ccccc21,-7,-1%,-5%,5%,-21%,-18%,0%,4%,4%,-13%
O=C(Nc1cccc(C(F)(F)F)c1)Oc1ccccc1N1CCOCC1,1,3%,1%,17%,-5%,?,1%,1%,25%,·
CCC1(Oc2ccccc2)C(=O)NC(=O)NC1=O,·,2%,-5%,·,·,-15%,-2%,·,·,·

# By substructure, the compounds so far with bromine.
SMILES,TSHR antag,ASM inhibitor,PTAP TSG101 blk,CXXC DNA block,MBNL1-CUG inh,a7 integrin act,TCR activator,Mito fusion yeast,A-T KAP1 phos,Menin MLL FP TR
O=C(COc1ccc(Br)cc1)N1CCN(Cc2c[nH]c3ccccc23)CC1,3,-2%,-1%,5%,4%,-25%,1%,-1%,1%,8%
CCOC(=O)/C(C#N)=C1/SC(C)C(=O)N1c1ccc(Br)cc1 (centres undefined),-6,5%,-5%,?,-2%,0%,-19%,0%,-5%,12%
